Compound activity: PubChem, National Center for Advancing Translational Sciences (NCATS)
HepG2 tox – qHTS for Inhibitors of TGF-b: Cytotox Counterscreen; HepG2 CAGA-GFP viability, ATP luminescence, 18 h; Potency, µM (top dose mostly 46.1 µM), without a hit: at the top dose activity change, negative = cytotoxicity, most hits filed as cytotoxic; actives 0.76% (n = 410,000); AID 588856, 2011; further: some results filed as inactive show a strong effect at the top dose
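CellTiter-Glo luminescence gave cytotoxicity after 18 hours at 37 degrees C. The cells were HepG2 CAGA-GFP in 1% FBS DMEM, stimulated with 500 pg/mL TGF-beta after compound addition. %Activity was normalised to no-cell wells (complete cell-killing) and DMSO (no toxicity), and curves were fitted and classified.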
Nrf2 inh – Nrf2 qHTS screen for inhibitors | A549 ARE-Fluc reporter, luciferase luminescence, 18-24 h | actives 2.1% (n = 360,000) | AID 504444, 2011 | Potency, µM (series often up to 46 µM), without a hit: top-dose activity change, negative = inhibition, hits mostly inhibitors; further: on the % scale 0 is the no-effect control and ±100 the full control effect; nearly all actives have a fitted effect of over 60% in size
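Cells were seeded and rested 2 h, then exposed to compounds for 18-24 h. CellTiter-Fluor was read first as a viability measure. BugLite was added 15 min before the final luminescent read of ARE-luciferase activity in A549 cells.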
MCF10A rerep – A quantitative high throughput screen for small molecules that induce DNA re-replication in MCF 10a normal breast cells | Potency, µM (titrated, usually from 46.1 µM), without a hit: top-dose activity, positive = re-replication, actives largely listed as activators | actives 2.9% (n = 350,000) | MCF 10A DNA re-replication, Hoechst nuclear intensity, 48 h; further: % of control where 0% means no effect; nearly all actives have a fitted effect of over 50% in size
ATXN2 expr inh – Primary qHTS for Inhibitors of ATXN expression. HEK-293 ATXN2-luciferase reporter, luminescence, 24 h. Potency, µM (titrated, usually from 57 µM), for inactives: at the highest dose activity change, negative = inhibition, actives largely listed as inhibitors. actives 0.72% (n = 360,000). AID 1745845, 2022; further: on the % scale 0 is the no-effect control and ±100 the full control effect; nearly all actives have a fitted effect of over 55% in size
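ATXN2-luciferase reporter cells (luciferase flanked by upstream and downstream ATXN2 gene portions) were treated 24 h at 37 °C with compounds at up to 57 uM. SteadyGlo luminescence gave expression; GF-AFC fluorescence gave viability.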
A549 tox – Nrf2 qHTS screen for inhibitors: counterscreen for cytotoxicity; A549 ARE-Fluc cells, CellTiter-Fluor viability, 18-24 h; Potency, µM (titrated, usually from 46 µM), inactives show at the highest dose activity change, negative = cytotoxicity, usual class: inhibitors; actives 0.16% (n = 390,000); AID 504648, 2011; further: on the % scale 0 is the no-effect control and ±100 the full control effect
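A549 ARE-Fluc cells in 5% FBS OPTI-MEM, 5000 cells/well, rested 2 h then exposed to compounds in concentration-response for 18-24 h at 37 °C. Viability by CellTiter-Fluor fluorescence (Ex 405/Em 525) after 30 min; luciferase luminescence (BugLite, 15 min, RT) read afterwards.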
TGFb inhibitor – qHTS for Inhibitors of TGF-b. actives 1.2% (n = 410,000). HepG2 CAGA-GFP TGF-b/SMAD3 reporter, GFP fluorescence, 18 h; TGF-beta stimulated, 500 pg/mL final. AID 588855, 2011. Potency, µM (top dose mostly 46.1 µM), for inactives: top-dose activity, negative = inhibition, usual class: inhibitors; further: on the % scale 0 is the no-effect control and ±100 the full control effect; nearly all actives have a fitted effect of over 65% in size
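TGF-beta reporter screen: HEPG2 CAGA-GFP, 1% FBS, 500 pg/mL TGF-beta final, 18 h; per-cell GFP summed per well; curves fitted and categorized by class.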
S2 tox – Viability Counterscreen for Primary qHTS for Inhibitors of ATXN expression; S2 cells (HEK-293 line with an ATXN2-luciferase reporter) viability, CellTiter-Fluor protease fluorescence, 24 h; Potency, µM (titrated, usually from 56.7 µM), hits mostly cytotoxic; actives 0.49% (n = 400,000); further: nearly all actives have a fitted effect of over 40% in size
EPAC2 antag – qHTS for Antagonist of cAMP-regulated guanine nucleotide exchange factor 2 (EPAC2): primary screen; EPAC2 GEF exchange of Rap1B-BODIPY-GDP, fluorescence; Potency, µM (series often up to 114 µM), for the others: at the top dose activity, negative = inhibition, actives largely listed as inhibitors; actives 0.18% (n = 360,000); AID 720708, 2013; further: on the % scale 0 is the no-effect control and ±100 the full control effect; nearly all actives have a fitted effect of over 45% in size; many of its hits are not listed in these tables
Target sequence (Q8WZA2 whole entry, looked up): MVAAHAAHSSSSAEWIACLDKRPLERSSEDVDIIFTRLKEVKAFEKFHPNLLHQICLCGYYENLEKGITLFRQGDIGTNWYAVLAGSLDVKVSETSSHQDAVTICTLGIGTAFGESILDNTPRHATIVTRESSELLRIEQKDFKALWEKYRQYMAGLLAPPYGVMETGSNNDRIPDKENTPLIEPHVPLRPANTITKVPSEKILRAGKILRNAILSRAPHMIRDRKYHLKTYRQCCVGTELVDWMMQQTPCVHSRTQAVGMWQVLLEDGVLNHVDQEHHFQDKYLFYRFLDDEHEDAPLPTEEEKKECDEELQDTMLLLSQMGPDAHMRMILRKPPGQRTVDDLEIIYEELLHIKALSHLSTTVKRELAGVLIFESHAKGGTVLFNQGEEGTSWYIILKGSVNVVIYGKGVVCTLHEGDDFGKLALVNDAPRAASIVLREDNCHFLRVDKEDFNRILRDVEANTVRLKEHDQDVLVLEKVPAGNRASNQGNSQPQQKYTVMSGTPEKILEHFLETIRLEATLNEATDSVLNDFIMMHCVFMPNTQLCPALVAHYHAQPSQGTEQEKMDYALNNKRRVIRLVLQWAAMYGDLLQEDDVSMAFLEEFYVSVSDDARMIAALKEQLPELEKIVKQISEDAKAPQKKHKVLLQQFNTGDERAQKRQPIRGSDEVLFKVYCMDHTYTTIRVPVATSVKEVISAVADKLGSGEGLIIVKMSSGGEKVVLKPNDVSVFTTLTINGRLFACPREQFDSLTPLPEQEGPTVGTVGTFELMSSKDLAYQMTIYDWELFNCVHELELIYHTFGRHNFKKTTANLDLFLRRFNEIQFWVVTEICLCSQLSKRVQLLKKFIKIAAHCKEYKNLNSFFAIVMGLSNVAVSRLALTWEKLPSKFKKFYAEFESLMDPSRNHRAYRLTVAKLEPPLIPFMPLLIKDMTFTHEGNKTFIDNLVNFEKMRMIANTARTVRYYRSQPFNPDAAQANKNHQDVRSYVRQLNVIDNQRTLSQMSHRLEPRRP
Nrf2 ARE act – qHTS of Nrf2 Activators; AID 624171, 2012; actives 0.31% (n = 410,000); AREc32 ARE-luciferase reporter (MCF7-derived line), luminescence, 24 h; Potency, µM (highest dose often 46.1 µM), without a hit: top-dose activation, most hits filed as activators; further: % of control where 0% means no effect; nearly all actives have a fitted effect of over 65% in size
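Each well held 1000 AREc32 cells, which were incubated with compound for 24 hr at 37 deg C after overnight attachment, and ARE reporter activity was quantified by firefly luciferase luminescence.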
* = called active by the depositor; i = inactive; ? = inconclusive; nt = not tested or not shown; [ ] = another dose, or the depositor's remark. The call rests on the fitted dose curve; in most records, active means well fitted curve in the direction sought with a large enough effect; inconclusive means small, poorly fitted or top-dose-only effect, or another doubt; inactive means no such curve, though single readings can be large; an effect the other way counts as inactive or inconclusive. Potency means the concentration at half of the fitted maximal effect. A portion of the library, so the mix of outcomes need not match the whole.

SMILES	HepG2 tox	Nrf2 inh	MCF10A rerep	ATXN2 expr inh	A549 tox	TGFb inhibitor	S2 tox	EPAC2 antag	Nrf2 ARE act
COc1cc(OC)c(N(C)C(=O)Cn2ncc3c(=O)oc4ccccc4c32)cc1Cl	-10%	1%	nt	-2%	9%	-3%	i	nt	-0.3%
COc1ccc2c(c1)CC[C@@H]1[C@@H]2CC[C@]2(C)[C@@H](C(C)=O)C[C@@H]12	0%	?	-20%	62%[activator]	13%	18%	i	4%	-0.5%
NNC(=S)NC1CCS(=O)(=O)C1 (centres undefined)	-30%	1%	11%	-11%	-1%	12%	i	6%	2.4%
CCOc1ccc(C(=O)NCc2nnnn2-c2ccc(C)c(C)c2)cc1OCC	-23%	nt	nt	nt	7%	0%	nt	nt	-1.1%
O=C1N[C@@H](Cc2ccccc2)C(=O)N2[C@H]1C[C@]1(Br)c3ccccc3N(S(=O)(=O)c3ccccc3)[C@H]21	-7%	3%	-2%	2%	-6%	2%	i	2%	-0.2%
CCCCNC(=O)CS(=O)Cc1nc(-c2cccc(C)c2)oc1C (centres undefined)	-18%	4%	2%	2%	4%	-6%	i	-5%	-0.5%
Cc1ccc(S(=O)(=O)Nc2cccc(C(=O)NCCCN3CCOCC3)c2)cc1F	-63%	2%	-1%	16%	6%	-2%	i	-2%	-0.3%
COCCc1nn2c(=O)cc(COC(=O)c3ccc(C(C)(C)C)cc3)nc2s1	-34%	?	nt	-31%	1%	0%	i	nt	0.7%
COc1cccc(NC(=O)Cn2c(=O)n(Cc3ccccc3)c(=O)c3c4c(sc32)CN(C(C)=O)CC4)c1	-31%	-7%	nt	-17%	1%	-18%	i	nt	0.2%
CCCC(C)NC(=O)CSc1nc(-c2ccccc2)cn1N (centres undefined)	-6%	-8%	9%	-17%	-2%	-9%	i	?	0.5%
COc1ccc(CCNC(=O)c2c(O)nc3ccccn3c2=O)cc1	-19%	-25%	nt	7%	-9%	1%	i	nt	-1.4%
COc1ccc(-c2noc(CN(Cc3nccn3C)C(C)C)n2)cc1	-2%	-8%	0%	15%	-3%	-6%	i	-4%	-0.6%
COc1cc(C=C2CN(C)C(=O)C2=O)ccc1O	-30%	nt	nt	nt	nt	-3%	28µM*	-9%	-0.9%
Cc1cc(Br)cn2c(Cc3ccsc3)c(C(C)(C)C)nc12	-30%	nt	nt	4%	nt	-9%	i	-6%	15%
Cc1cccc(N2CCN(C(=O)c3ccc(S(=O)(=O)N(C)c4ccccc4)cc3)CC2)c1C	-2%	?	5.2µM*	-20%	-26%	5.6µM*	i	-8%	2.8%
COc1ccc(C(OC(=O)c2ccco2)C(=O)NC(C)(C)C)cc1OC (centres undefined)	-8%	?	-2%	nt	9%	29%	i	0%	0.3%
COc1cc(C)c(CN2CCN(c3ncccn3)CC2)cc1C	4%	7%	2%	2%	0%	-10%	i	8%	0.0%
N#CCCN(C(=O)COC(=O)c1ccc2c(c1)NC(=O)CS2)c1ccc2c(c1)OCCO2	-19%	15%	6%	0%	-9%	12%	i	-8%	2.7%
Cn1ncc(Br)c1C(=O)NC1C2CC3CC(C2)CC1C3 (centres undefined)	-21%	-9%	?	0%	-2%	-3%	i	-5%	0.0%
CCOC(=O)c1nc(N)c(C(=O)OCC)[nH]1	3%	18%	21%	21%	-2%	?	i	15%	-0.6%
CC(=O)Oc1ccc2c(=O)c(Oc3ccccc3[N+](=O)[O-])coc2c1	-25%	-5%	-1%	-1%	9%	-24%	i	-7%	1.8%
CCOC(=O)N1CCN(CC(=O)Nc2cc3c(cc2C(C)=O)OCO3)CC1	-16%	-5%	15%	2%	-6%	2%	i	-3%	-1.1%
Cc1ccc(-n2c3c(c(O)c(-c4ccccc4)c2=O)C(=O)CC(C)(C)C3)cc1	1%	-2%	9%	3%	-2%	-4%	?	10%	-0.2%
Cc1ccc(S(=O)(=O)N(C)CCCC(=O)Nc2ccc(C)cc2C)cc1	-19%	-16%	2%	-4%	-2%	?	i	-8%	0.1%
CCOC(=O)c1c(NC(=S)Nc2ccccc2)sc2c1CC(C)(C)SC2	11%	?	0%	-6%	-18%	-19%	i	-8%	3.5%

Full records, quoted from the list. Order of screens: HepG2 tox | Nrf2 inh | MCF10A rerep | ATXN2 expr inh | A549 tox | TGFb inhibitor | S2 tox | EPAC2 antag | Nrf2 ARE act
Cc1ccc(-n2c3c(c(O)c(-c4ccccc4)c2=O)C(=O)CC(C)(C)C3)cc1 reads 1% | -2% | 9% | 3% | -2% | -4% | ? | 10% | -0.2%
COc1cccc(NC(=O)Cn2c(=O)n(Cc3ccccc3)c(=O)c3c4c(sc32)CN(C(C)=O)CC4)c1 reads -31% | -7% | nt | -17% | 1% | -18% | i | nt | 0.2%
NNC(=S)NC1CCS(=O)(=O)C1 (centres undefined) reads -30% | 1% | 11% | -11% | -1% | 12% | i | 6% | 2.4%

Retrieved by structure from above (2):
SMILES	HepG2 tox	Nrf2 inh	MCF10A rerep	ATXN2 expr inh	A549 tox	TGFb inhibitor	S2 tox	EPAC2 antag	Nrf2 ARE act
COc1cc(C)c(CN2CCN(c3ncccn3)CC2)cc1C	4%	7%	2%	2%	0%	-10%	i	8%	0.0%
CC(=O)Oc1ccc2c(=O)c(Oc3ccccc3[N+](=O)[O-])coc2c1	-25%	-5%	-1%	-1%	9%	-24%	i	-7%	1.8%

(continued)
SMILES	HepG2 tox	Nrf2 inh	MCF10A rerep	ATXN2 expr inh	A549 tox	TGFb inhibitor	S2 tox	EPAC2 antag	Nrf2 ARE act
CC(C)c1ccc(C(=O)COC(=O)C(O)c2ccccc2)cc1 (centres undefined)	-16%	16%	-1%	-3%	1%	-6%	i	-8%	0.1%
O=C(CSc1nnc(-c2ccco2)n1-c1ccccc1)N1CCOCC1	1%	-6%	4%	2%	-8%[1.84 µM]	-4%	i	7%	-0.4%
Cc1ccc(NC(=O)Cc2nc(COC(=O)C(C)NS(=O)(=O)c3ccc(C)cc3)cs2)cc1 (centres undefined)	-2%	9%	1%	9%	2%	5%	i	-1%	1.2%
CCNC(=S)N=Nc1c(O)[nH]c2ccc([N+](=O)[O-])cc12	-14%	?	0%	nt	-5%	-20%	?	-25%	4.5%
CCCCCC(=O)Nc1ccc(C(=O)N/N=C/c2ccc([N+](=O)[O-])cc2)cc1	3%	4%	14%	-28%	2%	0%	i	12%	0.0%
Cc1ccc(/C=N/NC(=O)c2nn(C)cc2Cl)cc1	-22%	?	-1%	26%	-1%	-4%	i	-7%	2.9%
O=C(NCc1ccc2c(c1)OCO2)c1ccc(=O)[nH]c1	-4%	nt	-36%[inhibitor]	0%	5%	24%	i	5%	-0.6%
O=C(O)Cn1nc(-c2ccccc2)c2ccccc2c1=O	20%	8%	-1%	-11%	-1%	-13%	i	-2%	-0.1%
Cc1cccc(NC(=O)CCS(=O)(=O)c2cc(Br)cc3c2N(C(=O)C2CC2)CC3)c1	-3%	1%	nt	2%	5%	1%	i	nt	2.6%
Cc1cc(C)n(C/C=C/Cn2nc(C)cc2C)n1	-2%	-17%	0%	2%	4%	-3%	i	4%	-0.3%
COCCN(C(=O)CCC(=O)Nc1nccs1)C(C(=O)NCCC(C)C)c1ccc(OC)cc1 (centres undefined)	-1%	-3%	8%	-2%	-8%	2%	i	4%	-0.9%
O=S1(=O)N=C2CCCCCN2C(c2ccc(Br)cc2)N1 (centres undefined)	-15%	2%	-3%	1%	2%	0%	i	-5%	-0.3%
O=C(NCCCc1ccccc1)c1ccc(Br)o1	-3%	21%	-187%[0.0737 µM]	33%[activator]	-2%	-7%	i	18%	2.2%
COc1ccc(-c2cnc3c(-c4ccc(F)cc4)cnn3c2N)cc1	4%	?	12%	68%[activator]	2%	3%	i	3%	2.7%
Cc1cc(NC2CCCCC2)nc2ccccc12	-32%	0%	23%	nt	-24%	-5%	?	-6%	6.7%
O=C(COc1ccc(-c2nnco2)cc1)Nc1c(Cl)cccc1C(F)(F)F	-2%	-14%	-2%	-5%	0%	?	i	3%	0.3%
C=CCON/C(CCC)=C1\C(=O)C(C(=O)OC)C(C)(C)CC1=NC (centres undefined)	-3%	?	-5%	-12%	0%	18%	?	-2%	-0.8%
Cc1ccc(C)n1-c1ccc(-c2ccnc(N)n2)cc1	-16%	-6%	?	2%	-11%	-13%	i	-1%	10.0%
COc1ccc(C(=O)N2CC(=O)Nc3ccc(F)cc3C2c2ccccc2)cc1 (centres undefined)	4%	0%	-1%	-6%	0%	4%	i	0%	0.2%
CCOc1ccc(CNC(=O)CCn2nc(C)c3c(C)n(-c4ccccc4)nc3c2=O)cc1	3%	-12%	nt	-4%	5%	-6%	i	nt	0.0%
C[C@H](CO)N1C[C@H](C)[C@@H](CN(C)S(=O)(=O)c2cccs2)Oc2c(NS(=O)(=O)c3cn(C)cn3)cccc2C1=O	1%	-10%	-14%	0%	-2%	?	i	5%	-1.3%
O=S(=O)(c1ccc2ccccc2c1)N1CCN(C(=S)Nc2ccc(F)cc2)CC1	-2%	?	4%	-20%	-1%	?	i	7%	0.0%[9.22 µM]
O=C(Cc1ccc(F)cc1)NCCc1csc(-c2cccc(F)c2)n1	-24%	nt	nt	-29%	5%	-29%	i	nt	4.1%
COc1ccccc1NC(=O)CSc1nnnn1Cc1ccccc1	-2%	7%	22%	0%	25%	1%	i	-15%	0.3%
N#CC1=C(N)S[C@@H](C(=O)c2ccc(F)cc2)[C@@H]1c1cccs1	-23%	5%	2%	-13%	-6%	?	i	-5%	5.7%
Cc1cc(C(=O)NCc2ccccc2Br)no1	-6%	nt	-14%	43%[activator]	2%	8%	i	4%	0.0%
O=C(c1ccccc1)N1CCN(CC(O)COCC2CC=CCC2)CC1 (centres undefined)	4%	13%	4%	2%	-5%	-9%	i	10%	0.5%
CN(C)c1ccc(NC(=S)Nc2ccc3c(c2)c(=O)n(C)n3-c2ccc(C(C)(C)C)cc2)cc1	-16%	nt	nt	0%	nt	?	?	9%	-0.1%
CC1CCN(CCC(=O)Nc2ccc(F)c(F)c2)CC1	2%	-3%	3%	nt	1%	2%	i	9%	-0.5%
COc1cccc(N(CC(=O)N/N=C(\C)c2cccs2)S(C)(=O)=O)c1	1%	7%	5%	5%	-2%	?	i	-5%	0.1%
